From PubChem
M1 PAM: positive allosteric modulators of human M1 muscarinic receptor | P11229 | CHO-K1 hM1, Fluo-8 calcium fluorescence, ACh EC20; 0% = ACh EC20, 100% = maximal ACh | activation, % at 3 µM | 0.088% of 360,000 active; in the data active means activation above about 19%, passing the limit was not always enough
V1R ag counter: activates human V1a receptor in oxytocin agonist counter-screen | activation, % at 3 µM | 0.25% of 320,000 active | AID 2797 | CHO-V1R cells, Fluo-8 calcium fluorescence, agonist mode; 0% DMSO, 100% 3 nM vasopressin;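 active means activation above the mean activation of all tested compounds plus 3 SD, per screening run, cut at about 20% in these data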;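 further: signal is peak over basal fluorescence ratio across a 100 second FLIPR read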
TAAR1 antagonist: human TAAR1 antagonism. 1.5% of 360,000 active. inhibition, % at 3 µM. Q96RJ0. CHO RD-HGA16 TAAR1, Fluo-8 calcium fluorescence, antagonist;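 active means inhibition above a per-plate cutoff, the mean inhibition of test compounds on that plate plus 3 SD, cut at about 49% in these data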;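 further: 0% = DMSO plus EC80 beta-PEA response and 100% = DMSO alone without agonist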
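Material: RD-HGA16 CHO cells with stable hTAAR1 and Gα16; Dosing: single nominal final test compound concentration of 3 µM; Schedule: seeding 17-24 h prior, 75-min 37 °C, 30-min RT dye loading; Detection: kinetic Fluo-8 calcium fluorescence measurement; Measure: % inhibition from peak post-agonist over basal fluorescence ratio; Benchmarks: vehicle and agonist controls.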
M1 antag: antagonists of human M1 muscarinic receptor | P11229 | CHO-K1 hM1, Fluo-8 calcium fluorescence, ACh EC80 antagonist | inhibition, % at 3 µM | 1.3% of 360,000 active | AID 588852;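 active means percent inhibition above its own plate's cutoff, namely the mean of that plate's compound wells plus 3 SD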;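 further: peak over basal fluorescence ratio during 140 s after agonist addition; 0% = ACh EC80 plus DMSO and 100% = DMSO alone without agonist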
CHRM1 agonist: activates human CHRM1 receptor; AID 588814; P11229; CHO-K1 hM1, Fluo-8 calcium fluorescence, agonist mode; 0% DMSO, 100% acetylcholine EC100; activation, % at 3 µM; 0.33% of 360,000 active;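 active means activation above the run's mean compound activation plus 3 SD, cut at about 16% in these data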;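 further: peak over basal fluorescence ratio within a 140 s kinetic read after compound addition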
CHO parental Ca: signal in parental CHO cells, OX1R antagonist counter-screen | AID 463079 | parental CHO-K1, ATP-induced calcium, Fluo-8 fluorescence | 0.63% of 330,000 active | inhibition, % at 5.6 µM;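 active means inhibition above that plate's mean sample inhibition plus 3 SD, cut at about 26% in these data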;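 further: 0% = ATP-challenged DMSO wells and 100% = DMSO wells without ATP; some compounds past the cut are filed as inactive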
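material = parental CHO cells | also added = ATP as calcium-mobilizing challenge | dosing = single point at 5.6 µM | detection = intracellular calcium via Fluo-8 no-wash fluorescent dye | read-out = % inhibition | benchmarks = low control ATP plus DMSO, high control DMSO only | repeats = one well per compound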
OXTR ag: human OXTR agonism; P30559; CHO-OTR cells, Fluo-8 calcium fluorescence; normalized: DMSO 0%, oxytocin 100%; activation, % at 3 µM; 0.32% of 320,000 active; AID 2435;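 active means activation above the mean of all tested compounds plus 3 SD, cutoff set per screening run, cut at about 20% in these data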;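 further: peak over basal fluorescence ratio from a 100 s FLIPR kinetic read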
OXTR potentiate: potentiates the human oxytocin receptor response; P30559; CHO-OTR cells, Fluo-8 calcium fluorescence, potentiator mode; 0% = oxytocin EC15, 100% = EC100; activation, % at 3 µM; 0.061% of 320,000 active; AID 2445;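 active means activation above that plate's cutoff, the mean activation of tested compounds plus 3 SD, cut at about 6.6% in these data, passing the limit was not always enough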;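 further: 100% uses oxytocin at 75 nM as the full agonist control; some results filed as inactive read as strong as hits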
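System: human OTR in CHO cells; Also added: sub-maximal oxytocin, roughly EC15; Timing: compound 6 min at room temperature before oxytocin, 100 s read; Technique: Fluo-8 intracellular calcium fluorescence, ex 470-495, em 515-575 nm; Controls: oxytocin EC15 low and EC100 high; Replication: singlicate.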
TAAR1 ag: human TAAR1 agonism; CHO RD-HGA16 TAAR1, Fluo-8 calcium fluorescence; vehicle wells 0%, saturating PEA agonist 100%; 0.99% of 360,000 active; activation, % at 3 µM; Q96RJ0;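 active means activation above the mean activation of all test compounds in the run plus 3 SD, cut at about 38% in these data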
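Test system: RD-HGA16 (CHO) cells co-expressing Gα16 and hTAAR1 / Benchmarks: DMSO vehicle as 0%, PEA at EC100 as 100% / Repeats: no replicates (n 1) / Measure: % activation from peak over basal fluorescence ratio, DMSO-to-PEA scaled / Timing: 17-24 h plating, Fluo-8 75 min 37 °C, 30 min RT / Technique: kinetic Fluo-8 calcium fluorescence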
Starred values were filed as active, the others as inactive; nt = not tested or not shown; & = joins results of further samples.

SMILES	M1 PAM	V1R ag counter	TAAR1 antagonist	M1 antag	CHRM1 agonist	CHO parental Ca	OXTR ag	OXTR potentiate	TAAR1 ag
O=C1NC[C@H](c2ccccc2)OC(=O)[C@@H](Cc2ccc(F)cc2)CC/C=C/C[C@@H]1CC(=O)N(CCO)Cc1ccccc1	-7.0	0.1	44.2	12.8	-8.2	-16.6	-1.5	-10.2	18.1
CC(C)=CC(=O)Nc1ccc(S(=O)(=O)Nc2onc(C)c2C)cc1	13.4	0.5	-6.3	-23.8	-1.1	-1.1	0.0	-4.5	6.7
CN(C)CCCN(C(=O)CCOc1ccccc1)c1nc2ccc(F)cc2s1	7.0	nt	-0.2	-3.0	2.2	nt	nt	nt	8.0
COc1cc(CCN(C(=O)c2cc3ccccc3[nH]2)C(c2ccccn2)c2nc3ccccc3[nH]2)cc(OC)c1 (configuration not stated)	2.3	nt	16.1	-24.9	0.5	nt	nt	nt	2.8
CCCc1cc(=O)oc2cc(OCC(=O)NC(Cc3ccc(Cl)cc3)C(=O)O)ccc12 (configuration not stated)	2.0	0.1	1.1	-8.6	-2.5	-10.7	0.4	-3.5	-0.4
COc1ccc(N/C=C\C(=O)c2ccc3ccccc3c2)cc1	11.2	1.7	-12.5	-19.8	-3.2	-24.2	0.6	-5.1	0.6
CCOc1ccc(NC(=O)CSc2nnc(C)n2CC2CCCO2)cc1 (configuration not stated)	7.0	1.8	-3.0	-38.4	-1.2	-12.8	-0.7	-12.9	0.6
COc1ccc(CC(=O)N2CCN(c3ccccc3OC)CC2)cc1	5.8	5.7	-1.1	-2.3	-2.7	-11.6	-0.2	-13.9	4.8
COc1ccc(Cl)cc1NC(=O)Cn1c(=O)oc2ccccc21	8.6	1.5	-9.3	-6.8	-1.6	3.9	0.9	-16.5	-0.6
O=C(CCCCCn1c(=S)[nH]c2ccc(N3CCOCC3)cc2c1=O)NC1CCN(Cc2ccccc2)CC1	-25.9	0.0	-3.4	50.1*	-8.8	-17.0	-0.2	-7.0	-1.7

A draw from above in order of heavy-atom count, low to high.
SMILES	M1 PAM	V1R ag counter	TAAR1 antagonist	M1 antag	CHRM1 agonist	CHO parental Ca	OXTR ag	OXTR potentiate	TAAR1 ag
COc1ccc(N/C=C\C(=O)c2ccc3ccccc3c2)cc1	11.2	1.7	-12.5	-19.8	-3.2	-24.2	0.6	-5.1	0.6
COc1ccc(CC(=O)N2CCN(c3ccccc3OC)CC2)cc1	5.8	5.7	-1.1	-2.3	-2.7	-11.6	-0.2	-13.9	4.8
O=C(CCCCCn1c(=S)[nH]c2ccc(N3CCOCC3)cc2c1=O)NC1CCN(Cc2ccccc2)CC1	-25.9	0.0	-3.4	50.1*	-8.8	-17.0	-0.2	-7.0	-1.7
COc1cc(CCN(C(=O)c2cc3ccccc3[nH]2)C(c2ccccn2)c2nc3ccccc3[nH]2)cc(OC)c1 (configuration not stated)	2.3	nt	16.1	-24.9	0.5	nt	nt	nt	2.8
O=C1NC[C@H](c2ccccc2)OC(=O)[C@@H](Cc2ccc(F)cc2)CC/C=C/C[C@@H]1CC(=O)N(CCO)Cc1ccccc1	-7.0	0.1	44.2	12.8	-8.2	-16.6	-1.5	-10.2	18.1

Continued:
SMILES	M1 PAM	V1R ag counter	TAAR1 antagonist	M1 antag	CHRM1 agonist	CHO parental Ca	OXTR ag	OXTR potentiate	TAAR1 ag
CN(C)c1ccc(/C=C2\SC(=O)N(CC(O)Cn3c4ccccc4c4ccccc43)C2=O)cc1 (configuration not stated)	1.1	6.1	6.2	-2.1	-5.8	6.7	5.4	-10.3	3.0
CCn1c(O)c(C=Nc2ccccc2)oc1=S	5.2	-0.5	-12.9	-5.3	-4.0	-19.4	-1.2	-9.9	2.8
O=C(CNC(=O)c1ccco1)N/N=C/c1ccc(C(=O)O)cc1	22.9	0.3	-13.0	-13.7	-0.2	4.9	0.4	-6.2	-1.2
CCCS(=O)(=O)N1CCN(Cc2ccccc2OCC)CC1	9.1	0.4	-15.0	-8.8	-3.0	-12.4	0.2	-13.1	6.4
Cc1cc(N2CCOCC2)n2nc(-c3cccc(F)c3)cc2n1	2.5	-0.7	-6.7	-5.8	1.9	-3.5	0.9	-5.6	0.2
COCCN(Cc1cc2cc(C)ccc2n2nnnc12)C(=S)Nc1cccc(C)c1	2.1	0.0	-4.9	2.9	-2.3	-11.7	0.3	-11.4	2.1
Nc1c(Cl)cc(Cl)cc1C(=O)OCC(=O)NC1CC1	-0.3	-0.4	7.8	-10.6	0.1	-12.3	-0.1	-6.4	11.8
COc1cc(C(=O)N2CCN(Cc3ccccn3)CC2)cc(OC)c1OC	16.5	1.4	-7.4	-16.2	-2.9	8.6	0.1	-0.7	-0.3
CN(Cc1ccccc1)C(=O)c1nc2ccccn2c1CNCCOc1cccnc1	-5.0	-0.2	-25.6	17.1	-4.5	-8.9	-0.4	-0.1	-0.8
Cc1ccc(C)c(OC(=O)c2cccnc2)c1	6.7	1.0	nt	-8.4	-2.4	-6.2	-0.8	-13.1	nt
C[C@H](CO)N1C[C@H](C)[C@H](CN(C)C(=O)Nc2ccc(F)cc2)Oc2ccc(NC(=O)NC3CCCCC3)cc2CC1=O	0.1	1.0	8.2	5.0	-7.2	-13.6	0.6	4.8	-0.6
COc1ccccc1NC(=O)CSc1nc2ccccc2nc1N1CC(C)OC(C)C1 (configuration not stated)	-5.9	0.6	16.9	-4.2	-7.6	-17.2	-2.1	-4.1	-2.0
CCOCCCn1c(=NC(=O)c2cccnc2)c(C(=O)OCC)cc2c(=O)n3ccccc3nc21	1.8&-0.8	0.0	10.8&1.4	-12.1&1.9	-3.8&-3.4	-20.2	-1.0	-7.6	5.0&10.6
Cc1cccc(C)c1N1CCN(c2nc(N(C)C)oc(=O)c2C#N)CC1	0.1	0.5	10.5	1.1	-4.9	-13.6	2.0	3.9	-2.1
O=C(/C=C/c1cccc(Cl)c1)Nc1ncccn1	-0.9	-0.1	9.8	3.9	-6.0	-9.1	-1.2	-2.9	1.7
CSc1nsc(SCC(=O)Nc2nncs2)n1	-3.4	0.4	-26.8	13.4	-1.7	-4.3	1.2	-0.9	1.8
CC(C)(C)OC(=O)NCCCCC1=CC2=CC(=O)C(C)(O)C(=O)C2=CO1 (configuration not stated)	-5.2	-0.3	12.4	9.9	-2.5	-9.9	-0.7	-1.1	0.1
Cn1ccc(C(=O)OCC(=O)Nc2cccc(Cl)c2)n1	3.2	3.6	4.8	-1.6	-1.5	-5.0	2.8	-2.5	1.4
COC(=O)C1=C(O)/C(=C\c2cc(C)n(-c3ccc(F)cc3)c2C)N=C1C	-3.5	0.2	-5.5	4.1	-2.3	4.9	0.3	1.7	5.8
CCOC(=O)c1c(-c2ccccc2)nc2cc(C)ccn12	4.0	-1.2	-7.0	-6.0	-5.7	-17.0	-1.6	-1.2	7.9
O=CN1CCN(C(=O)C(=O)c2cn(CC(=O)N3CCCCC3)c3ccccc23)CC1	6.0	0.5	-7.6	-10.6	-1.9	-3.2	-0.6	-3.0	2.8
COc1ccccc1-c1c(C)nn2c(C)cc(C)nc12	8.3	-1.2	-17.2	-13.8	-2.5	0.8	-1.0	1.2	0.0
O=C(CN1CCc2ccccc21)NN1CC(=O)N(c2ccccc2)CC1=O	16.8	0.6	-11.4	-16.1	-0.3	-4.0	1.2	-4.5	-0.4
COc1ccc(OC)c(-c2cc(C(=O)N3CCCc4ccccc43)no2)c1	5.1	0.2	10.4	-10.2	-5.9	-10.5	-0.3	-4.2	6.4
Cc1ccc(-c2cc(C(=O)N/N=C/c3ccccc3O)n[nH]2)o1	6.1	6.0	17.4	2.0	0.7	-8.3	5.1	-13.7	7.2
O=C(Nc1ccc2c(c1)OCO2)c1cc2n(n1)C(C(F)(F)F)CC(c1ccccc1)N2 (configuration not stated)	4.9	0.3	35.8	2.4	-4.4	19.6	0.5	-6.2	31.8
O=C(CSc1nnnn1-c1cccc2c1CCCC2)NC1CCCC1	0.7	3.2	18.1	-2.9	-1.3	-3.9	1.8	-22.1	5.2
CC[C@@H]1C=C(C(=O)O)[C@H](c2ccc(Br)cc2)N1S(=O)(=O)c1ccc(C)cc1	6.8	0.1	-13.9	-11.2	-5.6	-13.8	0.7	7.2	-0.8
O=C(OCC(=O)N1CCOCC1)c1ccccc1OCc1ccccc1	8.1	-0.1	4.3	-10.1	-1.6	-14.4	-0.8	-6.6	2.3
Cc1ccc(/C=N/n2c(-c3ccncc3)n[nH]c2=S)o1	4.5	-0.2	-1.6	-4.8	-4.6	4.0	0.5	1.9	6.0
OC(c1ccccc1)c1nc(-c2cnc3ccccc3c2)cs1 (configuration not stated)	5.9	nt	3.7	-15.2	-1.3	nt	nt	nt	1.5
C=CCNC(=S)N/N=C/c1cn(C)c2ccccc12	1.6	-0.5	12.4	-5.4	-5.0	-7.5	-0.5	-15.3	-0.2
COc1cc(-c2ccc(NC(=O)CN3CCC(C)CC3)c(OC)c2)ccc1NC(=O)CN1CCC(C)CC1	1.6	nt	0.7	-1.0	-3.9	nt	nt	nt	4.1
O=C(Nc1ccc(Cl)cc1)c1csc(-c2ccncc2)n1	10.6	2.1	3.1	-4.3	12.6	-17.9	-0.2	0.4	1.9
O=C(Nc1ccccc1NC(=O)c1ccccc1F)c1ccccc1F	9.6	nt	5.3	-8.4	-1.9	nt	nt	nt	5.7
O=C(CN1C(=O)C(=O)c2ccccc21)NCCc1ccccc1	12.4	0.9	7.8	-10.3	1.4	-21.4	0.2	-12.8	0.1
O=C(COc1ccccc1O)Nc1ccc(Cl)cc1	-6.3	6.8	2.5	-0.1	0.5	10.5	10.3	-9.4	7.6
COc1ccc(NC(=O)CN(C)C(=O)C2CC(=O)N(c3cccc4ccccc34)C2)cc1 (configuration not stated)	3.3	0.1	-10.4	-6.2	1.2	-15.3	-0.3	0.3	0.8
Cc1ccccc1CN(C)CC(=O)Nc1ccccc1-c1ccccc1	-0.7	1.3	-1.5	-5.3	-7.9	-30.0	-2.1	-9.2	1.5
CCOC(=O)c1sc(N/N=C/c2ccc(N(C)C)cc2)nc1C	10.6	0.1	-9.0	-13.2	-2.2	-16.5	0.1	-10.0	-1.1
Cc1ccnc(NC(=O)CC(c2ccccc2)c2ccccc2)n1	2.0	0.3	-0.4	5.7	-3.0	-10.3	-1.1	-12.6	2.7
Cc1ccc2c(c1)C1(SC(C)C(=O)N1c1ccc(Cl)cc1)C(=O)N2 (configuration not stated)	-26.5	nt	3.1	25.2	-12.4	nt	nt	nt	-2.2
COC(=O)CCC(=O)OC1(C)C(=O)C=C2C=C3CCCN3C=C2C1=O (configuration not stated)	9.5	0.5	-8.8	0.0	-4.2	1.2	0.1	-4.9	14.3
